Nrf2 ARE act: qHTS of Nrf2 Activators | 410,000 compounds, 0.31% hits | AID 624171, 2012 | Potency, µM (highest dose often 46.1 µM), for inactives: at the top dose activation, usual class: activators | AREc32 ARE-luciferase reporter (MCF7-derived line), luminescence, 24 h; further: potency means the concentration at half of the fitted maximal effect; % of control where 0% means no effect; nearly all actives have a fitted effect of over 65% in size
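AREc32_Fluc, 1000 cells/well, OPTI-MEM + 5% FBS, o/n 37 deg C 5% CO2; 23 nL cpd by pin tool, 24 hr; Steady-Glo 30 min RT, luminescence.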
TGFb inhibitor: qHTS for Inhibitors of TGF-b; HepG2 CAGA-GFP TGF-b/SMAD3 reporter, GFP fluorescence, 18 h; TGF-beta stimulated, 500 pg/mL final; Potency, µM (top dose mostly 46.1 µM), inactives show top-dose activity, negative = inhibition, hits mostly inhibitors; 410,000 compounds, 1.2% hits; further: potency means the concentration at half of the fitted maximal effect; on the % scale 0 is the no-effect control and ±100 the full control effect; nearly all actives have a fitted effect of over 65% in size
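HEPG2 CAGA-GFP, 1000 cells/well; 2 h settle, 37 C; cpd via pin tool; TGF-b 500 pg/mL final; 18 h, 37 C; GFP imaging ex488/em500-530; %Activity normalised to -TGF-b and +DMSO controls; CRC fit, curve class.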
Nrf2 block: Nrf2 qHTS screen for inhibitors. A549 ARE-Fluc reporter, luciferase luminescence, 18-24 h. Potency, µM (highest dose often 46 µM), for inactives: at the highest dose activity change, negative = inhibition, actives largely listed as inhibitors. 360,000 compounds, 2.1% hits; further: potency means the concentration at half of the fitted maximal effect; on the % scale 0 is the no-effect control and ±100 the full control effect; nearly all actives have a fitted effect of over 60% in size
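Nrf2 function is reported as luminescence of an ARE-controlled luciferase in A549 cells. Compounds were tested at several concentrations, and a CellTiter-Fluor read on the same wells flagged cytotoxicity.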
EPAC2 ag: qHTS for Agonist of cAMP-regulated guanine nucleotide exchange factor 4 (EPAC2): primary screen. EPAC2 activation, biochemical qHTS; response scale: 100% = 6.5 mM cAMP response. Potency, µM (top dose mostly 154 µM), for inactives: at the highest dose activation, hits mostly activators. 360,000 compounds, 0.079% hits. AID 720711, 2013; further: potency means the concentration at half of the fitted maximal effect; nearly all actives have a fitted effect of over 50% in size
Target sequence (Q8WZA2 whole entry, looked up): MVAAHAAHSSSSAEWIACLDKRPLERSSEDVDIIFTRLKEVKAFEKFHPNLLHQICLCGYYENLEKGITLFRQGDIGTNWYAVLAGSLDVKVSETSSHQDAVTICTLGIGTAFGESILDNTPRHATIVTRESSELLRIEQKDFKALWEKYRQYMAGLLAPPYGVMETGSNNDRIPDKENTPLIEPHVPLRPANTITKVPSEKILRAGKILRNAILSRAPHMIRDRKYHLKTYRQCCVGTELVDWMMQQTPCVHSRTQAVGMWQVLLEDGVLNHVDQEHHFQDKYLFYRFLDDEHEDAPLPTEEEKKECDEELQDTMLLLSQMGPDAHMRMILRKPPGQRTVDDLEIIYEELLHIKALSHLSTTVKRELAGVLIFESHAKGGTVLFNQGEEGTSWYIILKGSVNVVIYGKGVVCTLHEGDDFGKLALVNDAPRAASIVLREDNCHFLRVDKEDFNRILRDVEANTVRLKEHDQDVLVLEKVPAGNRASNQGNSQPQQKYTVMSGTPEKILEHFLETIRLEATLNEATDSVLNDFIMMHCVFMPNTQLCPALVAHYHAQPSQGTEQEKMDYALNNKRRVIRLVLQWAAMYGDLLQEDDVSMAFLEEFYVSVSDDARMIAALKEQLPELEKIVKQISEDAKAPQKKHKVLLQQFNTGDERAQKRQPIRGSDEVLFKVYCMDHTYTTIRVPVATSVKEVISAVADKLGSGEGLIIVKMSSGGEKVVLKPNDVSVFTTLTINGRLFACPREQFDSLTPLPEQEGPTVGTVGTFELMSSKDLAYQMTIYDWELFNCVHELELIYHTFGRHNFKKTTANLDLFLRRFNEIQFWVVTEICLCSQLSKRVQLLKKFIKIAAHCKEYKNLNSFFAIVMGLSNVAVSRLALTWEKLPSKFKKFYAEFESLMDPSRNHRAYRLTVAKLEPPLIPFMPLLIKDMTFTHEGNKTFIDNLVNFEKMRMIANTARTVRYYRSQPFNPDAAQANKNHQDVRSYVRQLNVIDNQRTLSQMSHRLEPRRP
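Setup: EPAC2 100 nM, labeled Rap1B complex 250 nM, free GDP 50 uM. Compound titrations pinned in, brief spin, 5 min room temperature incubation. Kinetic fluorescence read over 30 min, normalized to 6.5 mM cAMP.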
IL2 activator: qHTS of IL-2 Activators; IL-2 activation reporter assay, cell-based qHTS; stimulated with anti-CD3/CD4/CD28 beads; in transgenic mouse T cells; activation, % (series mostly up to about 46 µM); 360,000 compounds, 0.065% hits; AID 652025, 2013; in the data active means activation above about 50%; inconclusive means mostly about 30% to 49%; further: 0% is about no effect
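Unstimulated transgenic mouse T cells; 60-min compound exposure; bead-based TCR/CD4/CD28 stimulation; 18 h culture, 37 degrees C; dual fluorescence (EGFP, DsRed) plate cytometry.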
HepG2 viability: qHTS for Inhibitors of TGF-b: Cytotox Counterscreen. HepG2 CAGA-GFP viability, ATP luminescence, 18 h. Potency, µM (top dose mostly 46.1 µM), inactives show top-dose activity change, negative = cytotoxicity, most hits filed as cytotoxic. 410,000 compounds, 0.76% hits. AID 588856, 2011; further: potency means the concentration at half of the fitted maximal effect; some results filed as inactive show a strong effect at the top dose
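HepG2 CAGA-GFP cells (1000/well, DMEM with 1% FBS) received compound, then TGF-beta at 500 pg/mL final, and were incubated 18 hours at 37 degrees C. Viability was read by CellTiter-Glo luminescence. Media-only wells were set as complete cell-killing and DMSO as no toxicity.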
ATXN2 expr inh: Primary qHTS for Inhibitors of ATXN expression; HEK-293 ATXN2-luciferase reporter, luminescence, 24 h; Potency, µM (titrated, usually from 57 µM), for the others: top-dose activity change, negative = inhibition, hits mostly inhibitors; 360,000 compounds, 0.72% hits; AID 1745845, 2022; further: potency means the concentration at half of the fitted maximal effect; on the % scale 0 is the no-effect control and ±100 the full control effect; nearly all actives have a fitted effect of over 55% in size
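qHTS (up to 57 uM final) was run with 24 h compound exposure of reporter cells at 37 °C. Each well was multiplexed: SteadyGlo luminescence measured ATXN2-luciferase expression after a fluorogenic Gly-Phe-AFC viability readout (25 uM final).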
A549 tox: Nrf2 qHTS screen for inhibitors: counterscreen for cytotoxicity. A549 ARE-Fluc cells, CellTiter-Fluor viability, 18-24 h. Potency, µM (titrated, usually from 46 µM), without a hit: at the top dose activity change, negative = cytotoxicity, hits mostly inhibitors. 390,000 compounds, 0.16% hits; further: potency means the concentration at half of the fitted maximal effect; on the % scale 0 is the no-effect control and ±100 the full control effect
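A549 ARE-Fluc cells in 5% FBS OPTI-MEM, 5000 cells/well, rested 2 h then exposed to compounds in concentration-response for 18-24 h at 37 °C. Viability by CellTiter-Fluor fluorescence (Ex 405/Em 525) after 30 min; luciferase luminescence (BugLite, 15 min, RT) read afterwards.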
ATXN viability: Viability Counterscreen for Primary qHTS for Inhibitors of ATXN expression; S2 cells (HEK-293 line with an ATXN2-luciferase reporter) viability, CellTiter-Fluor protease fluorescence, 24 h; 400,000 compounds, 0.49% hits; Potency, µM (highest dose often 56.7 µM), usual class: cytotoxic; AID 651635, 2014; further: potency means the concentration at half of the fitted maximal effect; nearly all actives have a fitted effect of over 40% in size
* = called active by the depositor; i = inactive; ? = inconclusive; · = no result given; [ ] = dose if it differs, or a comment. Unless noted, the call rests on the fitted dose curve; in most records, active means well fitted curve in the direction sought with a large enough effect; inconclusive means small, poorly fitted or top-dose-only effect, or another doubt; inactive means no such curve, though single readings can be large; an effect the other way counts as inactive or inconclusive. Compounds as they come; about 4.3% have a hit in one of these screens.

SMILES	Nrf2 ARE act	TGFb inhibitor	Nrf2 block	EPAC2 ag	IL2 activator	HepG2 viability	ATXN2 expr inh	A549 tox	ATXN viability
CCOC(=O)c1cccc(NC(=O)c2ccc3nc(C(C)C)oc3c2)c1	0.6%	3%	·	·	·	-18%	·	-1%	·
CCN1CCN(C(c2ccccc2F)c2c(O)cc(C)n(CCOC)c2=O)CC1 (centres undefined)	0.7%	2%	·	·	·	4%	·	9%	·
Cc1ccc(NC(=O)CN(C)C(=O)COC(=O)CNS(=O)(=O)c2ccc(Br)cc2Cl)cc1	0.2%	?	6%	-2%	-6.2	1%	-2%	-4%	i
CCN(CC(=O)Nc1ccc(N2CCOCC2)cc1)CC(=O)NC(C)(C)C	-0.7%	8%	2%	5%	0.7	1%	1%	1%	i
COc1ccc(/C=N/NC(=O)CCc2c(C)n[nH]c2C)cc1OC	-0.2%	-18%	6%	4%	2.3	-3%	-6%	15%	?
Cc1nnc(SCCn2c(N3CCCC(C)C3)nc3c2c(=O)n(C)c(=O)n3C)s1 (centres undefined)	0.3%	1%	-5%	6%	-3.0	2%	3%	3%	i
COC(=O)/C(=C/Nc1ccc(O)cc1)[N+](=O)[O-]	13%	-13%	-22%	-1%	0.3	-25%	-3%	-6%	?
CCN(CC)Cc1cc2ccccc2c2c1COC2	2.7%	-20%	1%	6%	2.2	-35%	1%	6%	i
O=C(COc1ncnc2scc(-c3ccc(F)cc3)c12)NCc1ccco1	6.2%	32%	·	6%	0.9	0%	-8%	-3%	?
CC[N+](C)(CC)CCC/C(=N/O)C(O)(c1ccccc1)c1ccccc1	-0.1%	-6%	-13%	-1%	0.8	-16%	-20%	2%	?
COc1cccc(NC(=O)N2CCCC(C(=O)NCc3ccc(F)cc3)C2)c1 (centres undefined)	0.5%	-1%	1%	2%	-0.1	-19%	1%	-4%	i
COc1ccc(C(NCC(=O)NC(C)c2ccc(Cl)cc2)c2ccccc2)cc1 (centres undefined)	4.3%	?	15µM*	8%	1.5	-5%	?	?	i
CCN(CC)c1ccc(C(=C2C=CC(=[N+](CC)CC)C=C2)c2ccc(S(=O)(=O)O)cc2S(=O)(=O)[O-])cc1	-2.6%	-7%	?	-2%	0.7	-50%	?	?	?
COc1ccc(N(CC(=O)Nc2ccc3c(c2)OCO3)S(=O)(=O)c2ccc(F)cc2)cc1	-0.2%[9.22 µM]	-2%	6%	21%	1.9	-16%	-5%	13%	i
O=C(c1ccco1)N1CCN(C(=O)N2CCCC2)CC1	-0.2%	-8%	-7%	6%	0.3	5%	0%	1%	i
O=C(C1CCCN(S(=O)(=O)c2ccccc2)C1)N1CCCCCC1 (centres undefined)	-0.3%	-20%	4%	2%	-1.1	15%	-19%	3%	i
Cc1nn(-c2ccccc2)c(C)c1NC(=O)COC(=O)Cc1ccccc1F	0.0%	-6%	2%	-7%	0.0	6%	6%	0%	i
O=C(O)c1nnn(-c2cc(C(F)(F)F)cc(C(F)(F)F)c2)c1-c1ccccc1	0.1%	-13%	7%	-6%	1.3	0%	-12%	2%	i
C/C(Cc1ccccc1)=N\NC(=O)CNC(=O)c1ccccc1	-0.1%	19%	-6%	10%	0.4	12%	10%	0%	i
CC(=O)Nc1ccc(S(=O)(=O)NNC(=O)COc2ccc(C)cc2)cc1	-0.2%	-14%	-18%	4%	-1.3	14%	1%	1%	i
O=C(Nc1ccc(Cl)cc1)OCc1cn(-c2ccccc2)nn1	0.8%	-2%	5%	-11%	-1.8	-6%	6%	-7%	i
CC(=NNC(=S)N1CC2CCC(CC2)C1)c1ccccn1	7.0%	?	·	4%	-3.5	13µM*	·	·	?
CC(c1ccccc1C(=O)O)c1cc(F)cc2ccccc12 (centres undefined)	3.3%	8%	-5%	6%	0.0	3%	8%	-4%	i
CCOc1ccc(C(=O)/C=C/Nc2ccc(S(=O)(=O)N=C(N)N)cc2)cc1	-0.4%	20µM*	-5%	7%	1.5	-5%	-17%	-9%	?
CCC(C)[C@H](NC(=O)OC(C)(C)C)C(=O)NCC1CCC(C(=O)N[C@@H](Cc2ccccc2)C(=O)O)CC1 (some centres undefined)	0.0%	-2%	-11%	-1%	-4.9	-1%	3%	2%	i
O=c1/c(=C/c2ccccc2)sc2nnc(-c3cccs3)n12	2.3%	22%	4%	11%	-3.3	5%	6%	4%	i
CCCN(CC(=O)Nc1ccccc1OC)C(=O)c1ccc(=O)[nH]c1	-1.0%	0%	10%	0%	-0.3	-8%	-12%	1%	i
CC(C)=C1C2CCC1C1C(=O)N(NC(=O)COc3ccc(Cl)c(C)c3)C(=O)C21 (centres undefined)	-0.3%	0%	?	13%	-1.7	-13%	-4%	-4%	i
Cc1cccc(N(CC(=O)Nc2ccc(-c3nc4ccc(C)cc4s3)cc2)S(C)(=O)=O)c1	3.2%	0%	?	3%	-0.1	-3%	29%	-9%	i
c1ccc2oc(SCc3cn4ccsc4n3)nc2c1	17%	4%	?	-1%	-3.3	-17%	12%	4%	i
CC[C@]12c3[nH]c4ccc(Cl)cc4c3CCN1C(=O)[C@@H](CC(=O)NCCc1ccccn1)C[C@@H]2C(=O)N1CCN(C(=O)c2ccco2)CC1	3.6%	?	-25%	1%	-0.5	-1%	6%	-4%	i
COC(=O)c1ccc2nc(-c3ccccc3)c(Cc3cccc(F)c3)n2c1	9.9%	·	·	9%	1.7	·	12%	·	i
COc1cccc(OC)c1OCCN1CCC(C(=O)NC(c2ccc3c(c2)OCO3)c2ccccn2)CC1 (centres undefined)	-0.1%[9.22 µM]	10%	·	4%	-0.3	-27%	-3%	·	i
C=CCn1c(N)c(C(=O)NCC2CCCO2)sc1=S (centres undefined)	0.1%	?	2%	-1%	0.5	16%	-3%	-10%	i
CCNC(=O)N(C)C[C@H]1N[C@@](Cc2ccccc2)(C(=O)OC)[C@H]2C(=O)N(C)C(=O)[C@@H]12	-0.7%	-3%	-9%	10%	-0.3	-3%	11%	-3%	i
COc1ccccc1CCn1cnc2c3cc(C)ccc3n(C)c2c1=O	3.5%	-2%	1%	-5%	-0.2	-37%	-8%	1%	i
Cc1ccc(-n2nc(C)c3c(C(=O)NCCc4ccccc4)cc(C)nc32)cc1	1.0%	-2%	?	·	·	6%	14%	6%	i
Cc1ccc(C)c(C(=O)Cn2ncc(Cl)c(Cl)c2=O)c1	?	?	6%	8%	-6.1	-47%	?	-13%	18µM*
COc1ccc(NC(=O)CSc2sc3c(O)cc(=O)[nH]c3c2C#N)c(OC)c1	-0.5%	-2%	6%	-1%	0.7	14%	9%	2%	i
CC(CCc1ccccc1)NC(=O)COc1cc(F)ccc1[N+](=O)[O-] (centres undefined)	3.0%	-28%	8%	17%	-1.8	-3%	-14%	20%	i
CC1S/C(=N\N=C\c2cccc([N+](=O)[O-])c2)N(C(C)(C)C)C1=O (centres undefined)	0.6%	16%	-21%	8%	-3.6	6%	-5%	3%	i
COc1cccc(CNC(=O)c2cc(-c3ccc(Cl)s3)nc3ccccc23)c1	0.1%	18%	-4%	·	·	-10%	14%	-2%	i
CCOc1ccc(CCNC(=O)Cn2ncn3nc(-c4ccc(OC)cc4)cc3c2=O)cc1OCC	-0.8%	2%	1%	-7%	-0.2	2%	·	-5%	·
CN(C)c1ccc(C=NCCC2(c3ccccc3)CCOC(C)(C)C2)cc1 (centres undefined)	-0.2%	-5%	-8%	4%	-1.1	-1%	-3%	-2%	i
COc1ccc(OC)c(NC(=O)NNC(=O)COc2ccc(-c3ccccc3)cc2)c1	-0.3%	-4%	-16%	-1%	0.5	3%	-10%	-2%	?
COc1ccc(C(=NNc2ccccc2C(=O)O)c2ccc(OC)cc2)cc1	1.9%	?	1%	-6%	-0.3	-30%	1%	-3%	i
CCCc1cc2c(cc1NC(=O)c1ccc(C(C)(C)C)cc1)OCO2	7.4%	0%	?	-13%	-0.6	2%	38%	1%	i
CCc1cc(C(=O)Nc2nnc(C3CC3)s2)sc1C	3.9%	3%	4%	-2%	-0.1	6%	26%	-4%	i
COc1ccc(C(=O)NC2CCN(C(=S)Nc3cc(C)cc(C)c3)CC2)cc1	-0.5%	1%	-5%	1%	-1.4	7%	2%	-8%	i

Rewritten in markdown: part of the list above
| structure | Nrf2 ARE act | TGFb inhibitor | Nrf2 block | EPAC2 ag | IL2 activator | HepG2 viability | ATXN2 expr inh | A549 tox | ATXN viability |
| --- | --- | --- | --- | --- | --- | --- | --- | --- | --- |
| CC1S/C(=N\N=C\c2cccc([N+](=O)[O-])c2)N(C(C)(C)C)C1=O (centres undefined) | 0.6% | 16% | -21% | 8% | -3.6 | 6% | -5% | 3% | i |
| COc1cccc(CNC(=O)c2cc(-c3ccc(Cl)s3)nc3ccccc23)c1 | 0.1% | 18% | -4% | · | · | -10% | 14% | -2% | i |
| CCOc1ccc(CCNC(=O)Cn2ncn3nc(-c4ccc(OC)cc4)cc3c2=O)cc1OCC | -0.8% | 2% | 1% | -7% | -0.2 | 2% | · | -5% | · |
| CN(C)c1ccc(C=NCCC2(c3ccccc3)CCOC(C)(C)C2)cc1 (centres undefined) | -0.2% | -5% | -8% | 4% | -1.1 | -1% | -3% | -2% | i |

Screens deposited in PubChem BioAssay by National Center for Advancing Translational Sciences (NCATS).
